# S3 lipid droplet: qHTS Assay for Lipid Storage Modulators in Drosophila S3 Cells; Drosophila S3 cells, BODIPY lipid droplet fluorescence, 18-24 h; cells fed with added oleic acid; lipid storage change, negative = inhibition, % at the top dose, mostly 46.1 µM; hits show Potency in µM; 320,000 tested, 0.64% active; active means well fitted inhibition curve with a large enough effect in the signal ratio, with a control signal flat, not every such curve was filed as active; inconclusive means small, poorly fitted or top-dose-only effect, or effect the other way, or a change in a side signal; the % refers to the signal ratio
#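 Laser-scanning cytometry quantifies lipid droplet accumulation (500–530 nm total intensity; droplet/cell object ratio) in oleic acid-fed (400 uM added) Drosophila S3 cells treated with a concentration series. 20 uM Triacsin C defined 100% inhibition.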
# S3 lipid droplet cell count max: second read-out of S3 lipid droplet, no call of its own (marks repeat the call); cell number change, %; measured here: cell count max response;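 cells counted by Cell Tracker Red CMTPX staining in the red channel; peak over a dose series mostly up to 46.1 µM; percent activity relative to internal control wells on each plate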
# An asterisk follows results filed as active; i = inactive; ? = inconclusive; . = not tested or not shown. On the % scale 0 is the no-effect control and ±100 the full control effect; potency means the concentration at half of the fitted maximal effect. An excerpt; rates above refer to the full screens.
SMILES,S3 lipid droplet,S3 lipid droplet cell count max
CS(=O)(=O)c1ccc2nc(N)sc2c1,?,.
Cc1ccc(N2CCN(S(=O)(=O)c3ccc4c(c3)NC(=O)C(C)C(=O)N4)CC2C)cc1 (stereo not given),?,.
CCn1c2ccccc2c2cc(NC(=O)c3cccc(OC)c3OC)ccc21,?,.
CC1(C)CC(=O)C(N=Nc2ccc(S(=O)(=O)N3CCOCC3)cc2)=C(O)C1,6%,23
Cc1cc(C)nc(Sc2ccc([N+](=O)[O-])cc2[N+](=O)[O-])n1,16µM*,-6.8*
Cc1ccc(N(CC(=O)N2CCN(Cc3ccccc3)CC2)S(C)(=O)=O)cc1C,i,-18
CCOc1ccc(Nc2nc(Cc3nnc(SCC(=O)O)o3)cs2)cc1,-6%,15
COc1cccc(-n2nc(C(=O)N3CCN(Cc4ccccc4)CC3)c3ccccc3c2=O)c1,4%,10
COc1ccccc1-n1c(SCC(=O)Nc2ccccc2C)nc(O)cc1=O,?,.
O=C(Nc1ccc2ccccc2c1)c1cnccn1,?,.
NC(=O)c1nc(N2CCOCC2)nc(N2CCOCC2)n1,?,.
COc1ccc2cc3cc(C(=O)NCCCN4CCOCC4)oc3nc2c1,17%,0
CCOc1cc(N2CCOCC2)c(OCC)cc1NC(=O)C(C)(C)C,?,.
COc1cccc(CNC(=O)CCCNC(=O)c2ccc(Cl)cc2)c1,i,10
COc1ccccc1-n1cnc(N)c1C(=O)c1ccccc1,?,.
Fc1ccc(NC(=S)NNc2ncc(C(F)(F)F)cc2Cl)c(F)c1,?,.
CCOc1cc(CNCCc2c[nH]c3ccccc23)cc(Cl)c1OCC(N)=O,-10%,5
CCc1ccc(N(C)S(=O)(=O)c2ccc3[nH]cc(C(=O)NCCN4CCOCC4)c(=O)c3c2)cc1,?,.
CC(C)CN1CCN(Cc2cccc3ncccc23)CC1CCO (stereo not given),-12%,0
O=C(c1ccc(=O)[nH]n1)N1CCN(S(=O)(=O)c2cccc(F)c2)CC1,?,.
CCOC(=O)CC1CCCCN1C(=O)c1ccc2oc(CCc3ccccc3)nc2c1 (stereo not given),i,-16
COc1c(N2CCN(C(=S)NC3CC4CCC3C4)C(C)C2)c(F)cc2c(=O)c(C(=O)O)cn(C3CC3)c12 (stereo not given),?,.
Cc1cc(N2CCN(C)CC2)nc2ccc(NC(=S)NCCN3CCc4ccccc4C3)cc12,?,.
Cc1nn(C(C)C)c(C)c1CN1CCC(C(=O)Nc2cccc(-c3cccc(F)c3)c2)CC1,?,.
Cc1nn(CC(=O)Nc2ccc3c(c2)nc(CCN2CCCCC2)n3C)c(=O)c2ccccc12,?,.
Cc1ccc(C)c(CSC2=NN3CCCC(=O)N=C3S2)c1,?,.
Cc1ccccc1NC(=O)CN1CCN(C(=O)c2ccco2)CC1,-8%,25
COc1ccc(NC(=O)c2nc(-n3nc(C)cc3C)ccc2Cl)cc1Cl,?,.
CSc1nnc2c(n1)OC(C1CC=C(C)CC1)Nc1ccccc1-2 (stereo not given),1%,4
Cc1ccccc1NS(=O)(=O)c1ccc2oc(=O)ccc2c1,i,-1

# Of the compounds above, four contain an aryl thioether with sulfur outside any ring:
SMILES,S3 lipid droplet,S3 lipid droplet cell count max
Cc1cc(C)nc(Sc2ccc([N+](=O)[O-])cc2[N+](=O)[O-])n1,16µM*,-6.8*
CCOc1ccc(Nc2nc(Cc3nnc(SCC(=O)O)o3)cs2)cc1,-6%,15
COc1ccccc1-n1c(SCC(=O)Nc2ccccc2C)nc(O)cc1=O,?,.
CSc1nnc2c(n1)OC(C1CC=C(C)CC1)Nc1ccccc1-2 (stereo not given),1%,4

# Next section
SMILES,S3 lipid droplet,S3 lipid droplet cell count max
Cc1nn(CC2CC2)c(=O)n1-c1ccc(C(C)C)cc1,-7%,1
CCOc1ccc(-c2cn(CCC#N)cn2)cc1,?,.
CCOC(=O)c1c2n(c3ccc(OC(C)=O)cc13)CCC2,?,.
O=C(NCCc1ccc2c(c1)OCO2)C1CCN(S(=O)(=O)c2ccc(Cl)cc2)CC1,?,.
COc1ccccc1NC(=O)CCCc1nnc2n(C)c(=O)c3sccc3n12,?,.
COCCCC1CCN(C(=O)C2CCC(=O)N(Cc3ccccc3F)C2)CC1 (stereo not given),i,-14
C=CCOc1ccc(C2N3CC4(CC)CN2CC(CC)(C3)C4=O)cc1 (stereo not given),15%,-20
COc1ccc(CCN(C)c2ccc(S(=O)(=O)N3CCCC3)cn2)cc1OC,-11%,19
C=CCn1c(O)c(N=NC(=O)c2cccnc2)c2cc(Br)ccc21,?,.
Cc1cc(/C=C2\C(=N)N3N=C(c4ccco4)SC3=NC2=O)c(C)n1Cc1ccccc1,?,.
Cc1ccnc(NC(=O)c2ccccc2[N+](=O)[O-])c1,-2%,-8
CN1CC(=O)N(C)c2ncn(Cc3ccccc3)c2C1=O,?,.
COc1cc(C(=O)NCCc2ccc3c(c2)OCCO3)ccc1OCC(=O)N1CCOCC1,?,.
Cn1cc(S(=O)(=O)Cc2ccc(F)cc2)c2ccccc21,-21%,-2
COc1ccc(CCNC(=O)CSc2nnc3ccc(-c4ccncc4)nn23)cc1,?,.
Cc1ccc(CN(C(=O)COc2ccc(Br)cc2)C2CCS(=O)(=O)C2)o1 (stereo not given),?,.
OC(CN1CCN(C(c2ccccc2)c2ccccc2)CC1)c1ccc(Br)cc1 (stereo not given),?,.
COc1ccc(S(=O)(=O)N2CCN(C)CC2)cc1C,?,.
C=CCn1c(=S)[nH]c2scc(-c3ccc(C)o3)c2c1=O,?,.
CCCCN(CCCC)Cc1ccc(C(=O)NNC(=O)Nc2ccc(Cl)cc2)o1,?,.
C=CCn1c(NCc2c[nH]c3ccccc23)nc2ccccc21,5%,-12
COc1ccccc1C(=O)Oc1cc(N)n(S(=O)(=O)c2ccccc2)n1,?,.
CCOc1ccc(CN(C(=O)c2oc3cc(C)ccc3c2C)C2CCS(=O)(=O)C2)cc1 (stereo not given),?,.
COc1ccccc1C1=NC(c2ccc(F)cc2)N=C1C (stereo not given),?,.
CCOC(=O)/C(N=O)=C(\O)C1CCN(C(=O)OCC)CC1,-5%,2
Cc1ncc(S(=O)(=O)c2ccccc2)c(-c2ccccc2)n1,?,.
CCOc1ccc2nc(N(CCN(C)C)C(=O)/C=C/c3cccs3)sc2c1,i,.
O=C(Nc1nnc(C2CC2)s1)C1CCCCN1S(=O)(=O)c1ccccc1 (stereo not given),?,.
Nc1nonc1-n1nnc(C(=O)N/N=C/c2ccc(OCc3ccccc3F)cc2)c1CN1CCCCC1,?,.
COc1ccc(NC(=O)NC(c2ccccc2)c2ccccc2)c(OC)c1,?,.
O=C(CC1Nc2cccc3cccc(c23)NC1=O)Nc1ccc(F)cc1 (stereo not given),?,.
CC(=O)Oc1cc(OC(C)=O)c2c(=O)c(-c3ccc4c(c3)OCCCO4)c(C)oc2c1,9%,3
CSc1ncccc1C(=O)Nc1nc2ccc(S(C)(=O)=O)cc2s1,-9%,1
CC(=O)c1ccc(-n2ccnc2)cc1,6%,16
O=C(Cn1c(CN2CCCCC2)nc2ccccc2c1=O)Nc1ccccc1,?,.
Cc1cccc(-c2nc(CN3CCCC(C(=O)NC4CCC(C)CC4)C3)c(C)o2)c1 (stereo not given),0%,.
CC1=C(C(=O)Nc2ccc(Cl)cc2)C(c2ccco2)NC(=O)N1 (stereo not given),i,-24
CCCN(CC1CC1)C(=O)COC(=O)c1[nH]c(C)c(C(=O)OCC)c1C,-2%,-17
CCNC(=O)C1CC(=O)N(c2ccc(OCC)cc2)C1 (stereo not given),?,.
CN(C)C(CNc1ncnc2sc3c(c12)CCCC3)c1ccco1 (stereo not given),-2%,0
CCC(C)N1C(=O)S/C(=C/c2ccc(N3CCOCC3)cc2C)C1=O (stereo not given),11%,12
Cc1ccccc1NC(=O)Cn1c(C)nc2ccc(N)cc2c1=O,?,.
CC(=O)N1CCN(C(=O)CSc2nc3c(cnn3-c3ccccc3)c(=O)[nH]2)CC1,5%,-1
COc1ccc(Cl)cc1Nc1ncnc2sc(C)c(S(=O)(=O)N3CCC(C)CC3)c12,?,.
Cc1ccc(C(=O)OCC(=O)N(CC(C)C)c2c(N)n(Cc3ccccc3)c(=O)[nH]c2=O)s1,2%,9

# Quoted from the listing.
# In S3 lipid droplet, `CC(=O)c1ccc(-n2ccnc2)cc1` is listed with 6%
# In S3 lipid droplet, `Cc1cccc(-c2nc(CN3CCCC(C(=O)NC4CCC(C)CC4)C3)c(C)o2)c1` (stereo not given) is listed with 0%

# (listing goes on)
SMILES,S3 lipid droplet,S3 lipid droplet cell count max
O=C(CCCC(=O)c1ccccc1)NCCc1ccccc1F,2%,22
Cn1nnnc1SCC(=O)Nc1cc(C(=O)O)cc(C(=O)O)c1,?,.
COc1ccc(N2CCN(CCCNS(=O)(=O)c3c(C)noc3/C=C/N(C)C)CC2)cc1,?,.
CC(=O)N1CCc2c(sc(NC(=O)C3CCCCC3)c2C(N)=O)C1,?,.
C#CCOCCOCCOCCNc1nc(N2CCN(C(=O)CCCCCCCCCCNC(=O)[C@H]([C@@H](C)CC)n3cc(CCCCCN)nn3)CC2)nc(N2CCN(C(=O)CCCCCCCCCCNC(=O)[C@H](CCCCN)n3cc(CCCC(=O)O)nn3)CC2)n1,?,.
C/C(=N\Nc1ccc(C(=O)O)cc1)c1ccc2c(c1)Nc1ccccc1S2,13%,1
Nc1[nH]c(N=NC(=O)c2ccc(Cl)cc2)c2ccccc12,?,.
COc1ccc(Cl)cc1NC(=O)C1CCCO1 (stereo not given),?,.
COCCNC(=S)N(CCc1c(C)[nH]c2ccc(OC)cc12)Cc1ccco1,?,.
O=C(NC(=S)Nc1ccccc1O)c1cccnc1,?,.
N#Cc1ccc(OCC(=O)n2cc(C(=O)c3cc(Cl)cc(Cl)c3O)cn2)cc1,-15%,-12
COC(=O)C1(CC2CC(c3cccc(Br)c3)=NO2)CCN(C(=O)OC(C)(C)C)CC1 (stereo not given),?,.
Cc1cc(OCc2ccc(C(=O)n3cccn3)o2)ccc1Cl,0%,-8
COc1cccc(CN2C(=O)Nc3ccccc3C(=O)N2C(C)(C)C)c1,?,.
c1ccc2c(c1)Cn1nnnc1-2,0%,1

# Complete entries, looked up by structure:
# Profile of Nc1[nH]c(N=NC(=O)c2ccc(Cl)cc2)c2ccccc12 → S3 lipid droplet: ?; S3 lipid droplet cell count max: .
# Profile of COCCNC(=S)N(CCc1c(C)[nH]c2ccc(OC)cc12)Cc1ccco1 → S3 lipid droplet: ?; S3 lipid droplet cell count max: .

# The list goes on.
SMILES,S3 lipid droplet,S3 lipid droplet cell count max
COC(=O)C1CCN(S(=O)(=O)Cc2ccccc2Cl)CC1,?,.
Cc1ccc(-c2cc(C(=O)N3N=C(C(F)F)CC3(O)C(F)F)c3ccccc3n2)cc1C (stereo not given),?,.
O=C(c1csc2ccccc12)N1CCCCCC1,5%,2
CCOc1cccc(-c2nc3c(s2)CCc2onc(-c4cccc([N+](=O)[O-])c4)c2-3)c1,i,15
CN(Cc1ccccc1)C(=O)c1ncn(Cc2ccccc2)c1C(=O)N(C)Cc1ccccc1,?,.
COc1ccc(C(=O)NC2CCCc3ccccc32)c(OC)c1OC (stereo not given),?,.
CSc1nnc2c3c4c(sc3nc(-n3nc(C)cc3C)n12)COC(C)(C)C4,15%,9
OCCCC1CCCN(Cc2cn[nH]c2-c2ccc(F)cc2F)C1 (stereo not given),1%,1
N#Cc1ccccc1OCC(=O)C1CC1,15%,0
CCSc1nc(O)c(CC)c(=O)n1C(C)CC (stereo not given),?,.
CN1CCC(CN)(N2CCN(c3ccccc3)CC2)CC1,11%,17
CC(=O)N1N=C(c2ccco2)CC1c1cc2cc(C)ccc2nc1Cl (stereo not given),-5%,24
CCc1n[nH]c(=S)n1N=C1CCC(C)CC1 (stereo not given),?,.
COc1ccccc1-c1c(NC(=O)C(C)C)n(C)c2ccccc2c1=O,-11%,-5
COCCN=C1NC(=O)C(CC(=O)Nc2cccc(Cl)c2C)S1 (stereo not given),-15%,.
O=C1NC(c2ccncc2)Nc2sc3c(c21)CCCC3 (stereo not given),4%,1
CSCCCNC(=S)Nc1ccc(N2CCOCC2)cc1N1CCOCC1,3%,.
Cc1cnc(C)c(N2CCN(Cc3cn(C)nc3-c3cccc(Cl)c3)CC2)n1,7%,-8
CCN(CC)CCn1c(NC(=O)c2ccc(Cl)cc2)nc2ccccc21,?,.
Cc1ccc(/C=C/C(=O)N2CCCN(C(=O)/C=C/c3ccc(C)cc3)CC2)cc1,12%,0
O=C(Nc1ccccc1N1CCOCC1)c1cccc(Oc2ccccc2)c1,?,.
CCn1c(=O)c2ccccc2n(Cc2ccc([N+](=O)[O-])cc2)c1=O,6%,8
COc1ccc(Nc2ncnc3c2c(C)c(C)n3CCCN(C)C)cc1,?,.
Cc1cc([N+](=O)[O-])nn1CCC(=O)NC1CCCCCC1,?,.
CCc1ccc(N2CC(C(=O)OC)CC2=O)cc1 (stereo not given),6%,15
O=C(c1ccc(NS(=O)(=O)c2ccc3[nH]c(=O)[nH]c3c2)cc1)N1CCN(c2ccccc2)CC1,?,.
Cc1ccc(C)c(N(C(=O)Cn2nnc(-c3cccs3)n2)C(C(=O)NC2CCCC2)c2ccncc2)c1 (stereo not given),-19%,-1
C=CCN1N=C(/C=C/c2ccccc2)CCC1=O,?,.

# Fetched by compound from the list above:
SMILES,S3 lipid droplet,S3 lipid droplet cell count max
CCOC(=O)/C(N=O)=C(\O)C1CCN(C(=O)OCC)CC1,-5%,2
Cc1cccc(-c2nc(CN3CCCC(C(=O)NC4CCC(C)CC4)C3)c(C)o2)c1 (stereo not given),0%,.
Cc1ccc(-c2cc(C(=O)N3N=C(C(F)F)CC3(O)C(F)F)c3ccccc3n2)cc1C (stereo not given),?,.
O=C(c1ccc(=O)[nH]n1)N1CCN(S(=O)(=O)c2cccc(F)c2)CC1,?,.

# Bioassay records as filed in PubChem BioAssay.
